High-throughput results as filed in PubChem.
HIV fusion peptide = inhibitors of HIV fusion peptide binding, primary screen, biochemical, uHTS, fluorescence dequenching (AID 1986); cell-free peptide binding, fluorescence dequenching, 30 min; higher % means a stronger effect; inhibition, % at 20 µM; hits with a dose series show IC50 in µM; 290,000 tested, 0.3% active; in the data active means inhibition mostly above about 52%, no sharp cut-off; inactive means mostly below about 76%; further: some results filed as inactive read as strong as hits
KOR beta-arrestin-1 = KOR agonists, beta-arrestin recruitment, primary screen, cell-based, luminescence, uHTS (AID 1777); KOR beta-arrestin recruitment, luminescence; higher % means a stronger effect; 280,000 tested, 0.02% active; activation, % at 10 µM; hits with a dose series show EC50 in µM; in the data active means activation above about 50%, passing the limit was not always enough; further: a part of the inactive calls stands beside numbers as strong as those of hits
Myeloid diff MLP = compounds promoting myeloid differentiation. calls only at 10 µM. 360,000 tested, 1% active. AID 624256. ER-HoxA9 myeloid progenitors, lysozyme-GFP differentiation, flow cytometry;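 active means normalized GFP-positive differentiation at or above the plate's own cutoff, the solvent-only control mean plus 3 SD; inconclusive means no clear call, values can overlap the other calls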;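 further: cells exposed to compound for four days before flow analysis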
GPR35 arrestin U2OS = inhibition of zaprinast-stimulated GPR35 beta-arrestin translocation – imaging, U2OS, beta-arrestin-GFP, zaprinast agonist, primary screen (AID 2058); 290,000 tested, 0.052% active; one-dose inhibition, % at 10 µM; IC50 in µM for titrated hits; U2OS GPR35 beta-arrestin-GFP translocation imaging, zaprinast antagonism; higher % means a stronger effect;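 active means inhibition of at least 50% with at least 30 cells and total cytoplasm GFP at most 10,000,000; inconclusive means under 30 cells or total GFP of 10,000,000 plus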
GPR55 antagonists = inhibition of LPI-stimulated GPR55 beta-arrestin translocation – imaging, U2OS, beta-arrestin-GFP, LPI agonist, primary screen (AID 2013); inhibition, % at 10 µM; hits with a dose series show IC50 in µM; 290,000 tested, 0.13% active; U2OS GPR55 beta-arrestin-GFP translocation imaging, LPI antagonism; higher % means a stronger effect;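 active means spots per cell inhibited over 60%, with over 100 cells counted and total cytoplasm intensity under 500,000; inconclusive means wells with under 100 cells, flagged as likely toxic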;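 further: U2OS cells stably carrying GPR55 and arrestin-GFP stimulated by 5 µM LPI near EC80; imaged beta-arrestin-GFP aggregate spots per cell after agonist stimulation; plate controls were LPI-stimulated DMSO wells for no effect and DMSO wells without LPI for full effect; some results filed as inactive read as strong as hits; confirmed hits need IC50 under 10 µM and bright autofluorescent wells are also inconclusive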
HEK293 NOD2/NF-kB = NOD2 signaling inhibitors, cell-based, luminescence, uHTS, HEK293 (AID 1566); 290,000 tested, 0.63% active; one-dose inhibition, % at 4 µM; EC50 in µM for titrated hits; HEK293 NOD2/NF-kB luciferase reporter, luminescence; higher % means a stronger effect; further: many of its hits are not listed in these tables
NOD1 NF-kB reporter = inhibition of NOD1-driven NF-kB reporter – cell-based, luminescence, uHTS, primary screen (AID 1578); NOD1-driven NF-kB luciferase reporter cells, luminescence; higher % means a stronger effect; one-dose inhibition, % at 4 µM; EC50 in µM for titrated hits; 290,000 tested, 1% active; in the data active means inhibition mostly above about 36%, no sharp cut-off; inactive means mostly below about 34%;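 further: HEK-293T reporter cells stimulated with the NOD1 agonist gamma-tri-DAP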
KOR beta-arrestin-2 = kappa opioid receptor blockers – cell-based, luminescence, uHTS (AID 1778); inhibition, % at 10 µM, or IC50 in µM where a hit was titrated; KOR beta-arrestin recruitment, luminescence, antagonist mode; higher % means a stronger effect; 290,000 tested, 0.091% active; further: strong numbers were not always called active
GPR55 activation = selective activators of receptor GPR55 – imaging, U2OS cells, beta-arrestin-GFP redistribution, primary screen (AID 1961); U2OS GPR55 beta-arrestin-GFP redistribution imaging; higher % means a stronger effect; 290,000 tested, 0.048% active; activation, % at 10 µM, or EC50 in µM where a hit was titrated;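 active means activation above 40% with more than 50 cells counted in the well; inconclusive means wells holding fewer than 50 cells, flagged as toxic or sparse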;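 further: U2OS osteosarcoma cells stably expressing GPR55 and beta-arrestin-GFP; plate controls were DMSO negative control for no effect and LPI positive control for full effect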
Myeloid diff MLP GFP+ MAC1+ % = second read-out of Myeloid diff MLP, no call of its own (marks repeat the call); GFP+ MAC1+ double positive, %; measured here: differentiation confirmed by MAC1 staining
* marks the source's active call; other numbers are inactive results; i = inactive; ? = inconclusive; nt = no result given; [ ] = dose if it differs, or a comment. Unless noted, no stated cut-off is given here; in the data, active means inhibition above about 50%; inactive means the rest. Only part of the results is shown (hit frequency here may not be typical).

compound,Myeloid diff MLP,GPR55 antagonists,GPR35 arrestin U2OS,HEK293 NOD2/NF-kB,NOD1 NF-kB reporter,KOR beta-arrestin-2,KOR beta-arrestin-1,GPR55 activation,HIV fusion peptide,Myeloid diff MLP GFP+ MAC1+ %
CCOC(=O)c1nn(-c2ccc(OCC)cc2)c2nc(CC(C)C)c(C#N)c(=O)n12,i,2%,-16%,2%,-22%,-37%,-2.1%,-0.1%,-0.2%,0.6
COC(=O)c1cc(-c2ccccc2)sc1NC(=O)c1cc(C)on1,nt,14%,-2%,1%,-4%,-46%,0.5%,0.6%,-0.3%,nt
COc1ccc(OC)c(NC(=O)Nc2ccccc2C)c1,i,-6%,0%,-5%,-28%,3%,-1.2%,-0.2%,-0.3%,1.1
Cc1nn(C(C)C(=O)NC(C)CCc2ccccc2)c(=O)c2cc3occc3n12 (centres undefined),i,-7%,-3%,16%,-28%,10%,-2.7%,0.3%,-1.9%,1.9
COc1ccccc1N1CCN(Cc2c[nH]c3ccccc23)CC1,i,4%,0%,12%,-9%,16%,2.0%,-0.1%,-1.3%,0.6
CCCCCC(=O)N1CCN(c2ccc(C(C)=O)cc2F)CC1,i,6%,-1%,-2%,-19%,-3%,-0.4%,-0.1%,2.5%,1.8
CCN(C(=O)CSc1ncccc1C(=O)O)C1CCCCC1,i,9%,3%,5%,1%,11%,1.8%,0.0%,-1.4%,0.4
COCCn1c(C)cc(C(=O)COC(=O)c2ccc[nH]c2=O)c1C,i,7%,-4%,30%,51%,7%,-1.9%,-0.2%,1.6%,0.4
Cc1ccc(C2=NN(C)c3nc4ccccc4n3C2)cc1,i,-4%,8%,-5%,-12%,-34%,9.0%,-0.1%,1.4%,1.7
CCc1nnc(NS(=O)(=O)c2ccc(NC(=S)NC(=O)c3ccc(F)cc3)cc2)s1,i,3%,-6%,2%,-18%,23%,1.3%,-0.2%,13%,0.2
COc1ccccc1C(=O)NCCN1CCN(C(=O)c2ccccc2OC)CC1,i,6%,0%,14%,5%,27%,-3.0%,0.2%,-2.2%,1.2
Fc1ccc(CNc2nc(-c3cccnc3)nc3ccccc23)cc1,?,0%,6%,-20%,20%,-37%,3.5%,-0.3%,1.3%,nt
COC(=O)c1cc(C)nc(Sc2ccccc2N)n1,nt,-9%,-16%,24%,7%,-11%,2.6%,1.0%,0.2%,nt
Cc1ccc(S(=O)(=O)N2CCC(C(=O)NCc3cccnc3)CC2)cc1,i,-3%,12%,9%,-9%,-15%,0.6%,0.0%,-1.5%,1.2
CCCC(=O)Nc1cc2c3c(c1)CC(=O)N3CCC2,i,-7%,7%,-4%,2%,-23%,9.0%,0.2%,-1.1%,2.2
Cc1cc(=O)n2nc(N3CCC(C(=O)NCC(C)c4ccccc4)CC3)sc2n1 (centres undefined),i,9%,-7%,15%,-13%,8%,1.4%,-0.2%,0.4%,2.4
Cc1cc(C)c2c(N)c(C(=O)c3cccc(Cl)c3)sc2n1,i,7%,9%,14%,7%,13%,-1.7%,-0.1%,-0.1%,1.1
CCN(CC)S(=O)(=O)c1ccc2c(c1)c(=O)c(C(=O)NCCCN(C)c1ccccc1)cn2C,i,9%,-4%,-2%,-19%,4%,1.2%,0.8%,-2.4%,0.5
O=c1ccc(-c2ccccc2)nn1Cc1ccccc1F,i,-4%,6%,13%,-4%,-32%,5.9%,-0.3%,-1.1%,0.5
Cc1ccc(-c2nn3c(C)nnc3s2)cc1NCc1c(F)cccc1Cl,?,-8%,1%,5%,-5%,-22%,2.2%,0.6%,1.4%,nt
CCc1ccc(S(=O)(=O)NCC(O)COc2ccc(OC)cc2)cc1 (centres undefined),i,-3%,14%,-6%,-8%,8%,-1.7%,-0.2%,-0.5%,0.5
COc1ccc(/C=C2/C(=O)ON=C2c2ccccc2)cc1OC,i,24%,12%,7%,11%,-50%,9.9%,-0.1%,1.4%,0.7
O=C(/C=C/c1ccco1)c1ccc(NC(=O)C23CC4CC(CC(C4)C2)C3)cc1,i,-5%,5µM*,1%,-11%,12%,-5.4%,-0.1%,51%*,0.8
O=C1OCCN1c1c(-c2ccccc2)c(-c2cccs2)nc2c(-c3ccccc3)cccc12,i,7%,4%,-6%,66%*,-28%[20 µM],-3.8%,-0.2%,-2.9%,2.3
Cc1ccc(-c2nc(N)sc2CC(=O)OCC(=O)N2C(C)CCCC2C)cc1 (centres undefined),i,-1%,1%,14%,-6%,4%,-1.1%,0.1%,3.3%,0.3
Cc1nc2c(cnn2-c2ccccc2Cl)c(=O)n1-c1ccc(C(C)C)cc1,i,2%,-7%,22%,7%,10%,-9.2%,-0.2%,5.7%,0.6
COC(=O)/C=C1/SC(=Nc2ccc(Cl)c(Cl)c2)NC1=O,i,6%,-5%,4%,8%,8%,4.0%,-0.2%,1.7%,0.7
O=C(CN1C(=O)C2CC=C(Cl)CC2C1=O)N1CCOCC1 (centres undefined),i,-5%,2%,-10%,-43%,20%,0.0%,-0.1%,0.2%,0.4
COc1ccc(N2CCN(c3ccc(S(=O)(=O)N(C(C)C)C(C)C)cn3)CC2)cc1,i,-1%,8%,19%,-1%,-30%,0.4%,0.0%,-1.8%,0.2
O=C(Cc1ccccc1)N/N=C/C=C/c1cccc([N+](=O)[O-])c1,i,2%,2%,6%,8%,-6%,-3.0%,-0.1%,-0.5%,0.6
Cc1nc2sc(C(=O)c3ccccc3)c(N)c2c2c1CCCC2,i,-10%,3%,-24%,-34%,24%,1.1%,-0.5%,0.3%,0.4
COC(OC)C(C)NC(=O)NC(=O)c1ccccc1Cl (centres undefined),i,4%,4%,13%,-1%,5%,-1.3%,0.3%,-0.1%,0.6
O=C(Nc1ccc2c(c1)OCO2)C1CCN(S(=O)(=O)c2ccc3c(c2)OCCO3)CC1,i,16%,2%,5%,-29%,-16%,-0.5%,0.0%,-0.1%,21
O=C(CN1CCN(c2ccccc2)CC1)N1N=CCC1c1ccccc1 (centres undefined),i,21%,-6%,8%,-2%,6%,2.2%,-0.3%,-0.3%,0.4
CN(C)CCCN(C(=O)c1ccc(S(=O)(=O)N2CCc3ccccc3C2)cc1)c1nc2ccc(F)cc2s1,i,14%,-1%,-5%,-22%,-21%,12%,0.7%,11%,0.6
Cc1nnc2sc(-c3ccc(NC(=O)CSc4ccc(Cl)cc4)cc3)nn12,i,6%,-11%,-25%,-19%,3%,2.7%,-0.4%,6.8%,0.5
O=C(c1ccc(Cl)c(S(=O)(=O)N2CCc3ccccc3C2)c1)N1CCN(c2ccccc2)CC1,i,17%,4%,-4%,7%,7%,3.9%,-0.3%,-1.1%,0.6
O=C1C2C3C=CC(C3=C(c3ccccc3)c3ccccc3)C2C(=O)N1CCO (centres undefined),i,-3%,0%,4%,12%,12%,4.3%,0.6%,0.5%,2.4
COc1ccccc1OCCSc1nnc(CNC(=O)c2ccco2)n1C,i,-9%,7%,-7%,-7%,-2%,5.1%,-0.2%,-2.0%,0.7
Cc1cc(NC(=O)CSc2nnc(C(C)N(C)C)n2Cc2ccccc2)no1 (centres undefined),i,10%,0%,11%,11%,-19%,5.1%,0.2%,1.0%,0.5
Cc1ccccc1N=Cc1c(O)n(-c2nccs2)c(=O)c2ccccc12,i,1%,-9%,-1%,-10%,5%,3.9%,-0.2%,2.3%,0.9
CCOC(=O)C(Cc1ccccc1)c1ccnc2nc(N)nn12 (centres undefined),i,2%,-7%,0%,-23%,-9%,0.2%,0.3%,1.3%,0.6
CC1CCN(C(=S)Nc2ccc3nc4n(c(=O)c3c2)CCCCC4)CC1,i,11%,0%,23%,-6%,-6%,-3.9%,-0.4%,-2.9%,1.8
COc1cccc(CC2(CO)CCCN(CC3=Cc4cc(OC)ccc4OC3)C2)c1 (centres undefined),i,5%,11%,4%,-20%,-13%,1.1%,0.0%,1.7%,0.4
CCc1ccc2c(c1)C1(SC(NC(C)=O)=NN1C(C)=O)C(=O)N2C(C)C (centres undefined),i,10%,2%,-22%,-29%,-4%,-1.6%,0.0%,-1.6%,5.8
C=CCNC(=O)C1(c2ccccc2)CC1(Cl)Cl (centres undefined),i,6%,11%,-4%,-4%,7%,-2.6%,0.7%,-0.1%,0.3
O=C(NC1CCS(=O)(=O)C1)c1cccnc1 (centres undefined),nt,16%,9%,-9%,1%,-40%,4.3%,0.0%,-1.9%,nt
O=C(NNC1CC(=O)N(c2ccc(Br)cc2)C1=O)c1cccnc1 (centres undefined),i,14%,-2%,0%,-23%,-2%,-3.8%,-0.3%,4.8%,0.3
CC(c1nnc(SCC(=O)Nc2sccc2C#N)n1-c1ccc(Cl)cc1)N(C)C (centres undefined),i,10%,-3%,4%,5%,21%,-9.2%,-0.1%,4.4%,1.8
CCCN(CCC)C(=O)Nc1cc(Cl)ccc1OC,i,0%,-7%,-12%,-1%,11%,0.2%,-0.1%,-2.1%,0.4

(continued)
compound,Myeloid diff MLP,GPR55 antagonists,GPR35 arrestin U2OS,HEK293 NOD2/NF-kB,NOD1 NF-kB reporter,KOR beta-arrestin-2,KOR beta-arrestin-1,GPR55 activation,HIV fusion peptide,Myeloid diff MLP GFP+ MAC1+ %
CCOC(=O)C1=C(C)NC(SCC(=O)O)=C(C#N)C1c1ccco1 (centres undefined),i,23%,12%,6%,-9%,12%,-1.8%,-0.1%,-2.7%,0.9
CC(C)N1CCc2c(sc(NC(=O)c3ccc(C(=O)c4ccccc4)cc3)c2C(N)=O)C1,i,18%,-6%,25%,-19%,2%,0.1%,-0.1%,2.8%,1.9
O=C(O)CCCNC(=O)CCCn1nnc2ccccc2c1=O,i,13%,7%,2%,-6%,10%,-1.1%,-0.1%,0.5%,0.1
COc1ccc(NC(=O)C2=C(C)NC(=O)NC2c2cccc(OC)c2OC)c(OC)c1 (centres undefined),i,2%,19%,7%,-13%,-5%,-0.1%,-0.1%,-1.7%,0.0
O=C(O)C1CC=CCC1C(=O)NNc1ccccc1 (centres undefined),i,3%,-11%,-46%,-30%,-24%,-6.3%,-0.3%,-1.3%,0.1
COCCCNC(=O)Cn1nnc(-c2ccccc2NC(=O)c2ccccc2F)n1,i,1%,14%,14%,5%,-12%,-3.7%,-0.2%,0.0%,5.4
